# Compound activity from PubChem BioAssay.
# TCR act: activates T cell receptor signaling | primary human leukocytes, anti-CD3, IL-2 HTRF, 48 h | Potency, µM (top dose mostly 9.22 µM), for inactives: top-dose activation of IL-2 secretion, actives largely listed as activators | 330,000 tested, under 10 active | AID 504894; note: % of control where 0% means no effect
#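 Compounds are tested in HTS on primary human leukocytes co-incubated with a-CD3 beads for 48 hr. IL-2 output is measured by time-resolved FRET.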
# Mito fusion yeast: mitochondrial division inhibition or fusion activation. S. cerevisiae fusion-defective mutant growth rescue, CellTiterGlo 48 h. Potency, µM (highest dose often 46.1 µM), for inactives: top-dose growth rescue (activation), actives largely listed as activators. 0.23% of 320,000 active. AID 485298;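 note: potency is the fitted concentration of half-maximal effect; % of control where 0% means no effect; nearly all actives have a fitted effect of over 45% in size; temperature-sensitive fusion mutants such as fzo1-1 at 37 °C on non-fermentable ethanol glycerol medium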
#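 Yeast fusion mutant, YPEG (non-fermentable carbon), compound, 48 h at 37C non-permissive; CellTiterGlo added, 10 min RT, luminescence read. Rescued growth = division inhibition.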
# PTAP TSG101 blk: blocks PTAP/TSG101 interaction to inhibit HIV-1 budding; Q99816; Fluorescence polarization, FITC-PTAP peptide / Tsg101 binding; Potency, µM (doses to about 115 µM), inactives show at the top dose activity change, negative = inhibition, actives largely listed as inhibitors; 340,000 tested, under 10 active; active = well fitted inhibition curve with a large enough effect in the main read-out, with a control signal flat, not every such curve was filed as active; inconclusive = small, poorly fitted or top-dose-only effect, or effect the other way, or a change in a side signal; inactive = no such curve, though single readings can be large or run the other way; note: potency is the fitted concentration of half-maximal effect; % of control where 0% means no effect
#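 Compounds were pin-transferred onto Tsg101 binding domain (10 uM final) in HEPES pH 7.5 buffer, then FITC-PTAP peptide was added at 50 nM final. After 20 min at RT, polarization reported peptide displacement across a qHTS concentration series.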
# Chronic BCR inh: blocks chronic active B-cell receptor signaling; ABC-DLBCL IkBa-CBG/CBR reporter, luminescence ratio, 4 h; Potency, µM (doses to about 46.1 µM), without a hit: at the top dose ratio change, negative = lower green/red ratio, hits mostly inhibitors; 0.05% of 340,000 active; active = well fitted inhibition curve with a large enough effect in the signal ratio, with a control signal flat, not every such curve was filed as active; inconclusive = small, poorly fitted or top-dose-only effect, or effect the other way, or a change in a side signal; the % refers to the signal ratio;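 note: potency is the fitted concentration of half-maximal effect; plate controls were basal doxycycline-induced cells for no effect and cells given 10 µM MG132 for full effect; MG132 reads +100%, hits lower the ratio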
#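 Doxycycline induced both beetle luciferases in TMD8 lymphoma cells; IKK-driven degradation limits the IkappaBalpha-fused green signal, while red luminescence normalises for cell number and nonspecific effects. Compounds tested up to 46 uM, 4 hrs.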
# Eya2 phos inh: Eya2 (human) phosphatase inhibition. O00167. recombinant Eya2, OMFP fluorescence dephosphorylation (OMFP is methylfluorescein phosphate). Potency, µM (series often up to 76.9 µM), inactives show at the highest dose activity, negative = inhibition, most hits filed as inhibitors. 0.006% of 330,000 active. AID 488837; note: potency is the fitted concentration of half-maximal effect; % is set by controls: 0 for no effect and ±100 for the full control effect
# Target sequence (O00167 whole entry, looked up): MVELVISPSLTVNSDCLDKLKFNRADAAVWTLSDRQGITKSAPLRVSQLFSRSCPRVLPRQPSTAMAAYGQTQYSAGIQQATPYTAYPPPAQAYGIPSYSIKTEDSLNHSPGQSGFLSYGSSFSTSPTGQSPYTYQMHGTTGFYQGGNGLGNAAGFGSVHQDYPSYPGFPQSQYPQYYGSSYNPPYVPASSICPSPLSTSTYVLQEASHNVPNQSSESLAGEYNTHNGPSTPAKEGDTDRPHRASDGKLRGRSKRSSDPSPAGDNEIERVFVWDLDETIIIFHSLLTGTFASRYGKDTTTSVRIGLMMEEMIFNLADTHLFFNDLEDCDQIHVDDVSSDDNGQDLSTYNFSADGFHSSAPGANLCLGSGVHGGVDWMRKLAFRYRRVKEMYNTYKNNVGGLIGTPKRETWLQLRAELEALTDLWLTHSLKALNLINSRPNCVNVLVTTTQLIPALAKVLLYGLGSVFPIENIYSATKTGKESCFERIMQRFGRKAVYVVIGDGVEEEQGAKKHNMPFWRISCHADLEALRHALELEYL
#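 Eya2 protein (added as 0.2 uM solution) was preincubated with compound for 10 min at ambient temperature in 50 mM HEPES pH 7.5, 50 mM NaCl, 5 uM MgCl2, 0.05% BSA, 1 mM DTT. OMFP (added at 50 uM) then reacted 10 min; fluorescence read at 485/525 nm.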
# ELG1 repair inh: ELG1-dependent DNA repair inhibition | HEK293T ELG1-luciferase reporter, luminescence, 16 h; DNA damage induced by 5-fluorouridine | 2.3% of 330,000 active | Potency, µM (series often up to 46.1 µM), for the others: at the top dose activity change, negative = inhibition, actives largely listed as inhibitors; note: potency is the fitted concentration of half-maximal effect; % is set by controls: 0 for no effect and ±100 for the full control effect; nearly all actives have a fitted effect of over 55% in size
#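 Overnight (16 hr) co-exposure of 2,000 cells/well to 5-fluorouridine and compound at 37 °C preceded detection. Luciferase was quantified via ONE-Glo luminescence; loss of signal denotes inhibition.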
# uPA generation: inhibitors of cell surface uPA generation | cell surface uPA generation assay, qHTS | Potency, µM (doses to about 38.3 µM), for inactives: at the highest dose activity change, negative = inhibition, usual class: inhibitors | 0.31% of 330,000 active; active = well fitted inhibition curve with a large enough effect; inconclusive = small, poorly fitted or top-dose-only effect; inactive = no such curve, though single readings can be large or run the other way; tested in mouse RAW 264.7 cells; note: potency is the fitted concentration of half-maximal effect; % is set by controls: 0 for no effect and ±100 for the full control effect; nearly all actives have a fitted effect of over 55% in size
# Tb PFK inh: blocks T. brucei phosphofructokinase | O15648 | T. brucei PFK, ADP-Glo luminescence | Potency, µM (top dose mostly 57.5 µM), for inactives: at the highest dose activity, negative = inhibition, hits mostly inhibitors | 0.17% of 330,000 active;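 note: potency is the fitted concentration of half-maximal effect; 0% = uninhibited 1x PFK enzyme wells and -100% = no-enzyme wells; nearly all actives have a fitted effect of over 60% in size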
#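 ADP-Glo luminescence quantified ADP after 45 min at room temperature, with 1.25 nM T. brucei PFK, 0.1 mM ATP and 0.5 mM fructose-6-phosphate in pH 8.0 TEA buffer. qHTS titrations up to 57 µM; curves classified by quality.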
# TSHR antagonist: blocks TSH signaling through the human TSH receptor; 0.2% of 330,000 active; activity change, negative = inhibition, % at 11.5 µM; TSHR-expressing cells, TSH-stimulated cAMP HTRF, 2 h; stronger effect = lower value;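 active = activity change below a set negative limit, meaning inhibition stronger than a set level, cut at about -70% in these data; inconclusive = activity change between two set negative limits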; note: % is set by controls: 0 for no effect and ±100 for the full control effect
#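 TSHR-expressing cells, 200/well, pre-treated with compound, then stimulated with EC80 TSH (4nM final) for 2 hours at 37 deg C. cAMP measured by competitive HTRF: anti-cAMP cryptate antibody in lysis buffer plus cAMP-d2, read after 30 minutes at room temperature.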
# B2AR arrestin: agonists driving beta-arrestin recruitment to human beta2-adrenergic receptor. beta-arrestin recruitment to beta2AR, cell-based reporter. Potency, µM (highest dose often 46.1 µM), inactives show at the top dose activation, usual class: activators. 0.02% of 330,000 active. AID 492947;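 note: potency is the fitted concentration of half-maximal effect; 0% = DMSO controls and full agonism = EC100 isoproterenol or metaproterenol; nearly all actives have a fitted effect of over 65% in size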
# Target sequence (P07550 whole entry, looked up): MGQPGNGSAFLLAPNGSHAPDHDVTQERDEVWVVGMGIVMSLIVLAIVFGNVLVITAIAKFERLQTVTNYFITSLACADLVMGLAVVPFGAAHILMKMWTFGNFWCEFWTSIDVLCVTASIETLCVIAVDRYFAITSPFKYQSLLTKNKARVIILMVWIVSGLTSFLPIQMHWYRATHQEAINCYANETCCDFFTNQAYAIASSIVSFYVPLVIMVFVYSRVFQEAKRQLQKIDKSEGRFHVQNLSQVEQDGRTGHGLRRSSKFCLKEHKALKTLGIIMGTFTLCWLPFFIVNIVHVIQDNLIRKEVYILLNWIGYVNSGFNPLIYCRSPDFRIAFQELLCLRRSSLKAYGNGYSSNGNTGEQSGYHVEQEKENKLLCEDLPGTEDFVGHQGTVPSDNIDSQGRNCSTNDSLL
# USP2a block: USP2a (human) protease inhibition; O75604; USP2 core, Ub-CHOP2 coupled fluorogenic reporter, 485/531; Potency, µM (series often up to 38.3 µM), inactives show top-dose activity change, negative = inhibition, most hits filed as inhibitors; 0.01% of 330,000 active;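 note: potency is the fitted concentration of half-maximal effect; plate controls were DMSO wells for no effect and full inhibition by NEM control for full effect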
#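 USP2 core (10nM final) preincubated 30min RT with compound in 20mM Tris-HCl pH 8.0, 2mM CaCl2, 2mM beta-mercaptoethanol, 0.05% CHAPS; 25nM Ub-CHOP2 plus 25nM reporter substrate added, fluorescence (Ex485/Em531) read after 60min.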
# An asterisk follows results filed as active; u = inconclusive; x = no result given; [ ] = another dose, or the depositor's remark. Unless noted, calls come from the whole dose curve; as a rule, active = well fitted curve in the direction sought with a large enough effect; inconclusive = small, poorly fitted or top-dose-only effect, or another doubt; inactive = no such curve, though single readings can be large; an effect the other way counts as inactive or inconclusive. This is a random part of the collection. Share with any hit: about 3%.
Structure | TCR act | Mito fusion yeast | PTAP TSG101 blk | Chronic BCR inh | Eya2 phos inh | ELG1 repair inh | uPA generation | Tb PFK inh | TSHR antagonist | B2AR arrestin | USP2a block
COC(=O)C1=NNC2C(=O)N(c3ccc(C)cc3)C(=O)C12 (configuration not stated) | -6% | 0% | -3% | 1% | 19% | 4% | 12% | 0% | 3 | -0.5% | -3%
COc1ccc(C(=O)CSc2nnc(-c3ccccn3)n2Cc2ccco2)cc1 | 1% | 4% | -2% | u | -7% | u | 1% | 0% | -1 | -0.4% | 1%
Cc1ccc(Nc2nc(-c3c(C)n(C)n(-c4ccccc4)c3=O)c(C)s2)cc1 | -7% | 2% | -11% | -4% | -1% | -9% | 3% | 0% | -15 | -1.0% | 4%
CCOc1ccc(N=c2scc(-c3ccc(OC)cc3)n2CCO)cc1 | 1%[46.1 µM] | -2% | -2% | u | -21% | 10µM* | 1% | -3% | -43 | 2.5% | 0%
CCN(C(=O)COC(=O)CSc1ccc([N+](=O)[O-])cc1)C1CCS(=O)(=O)C1 (configuration not stated) | -37% | -1% | -1% | -2% | 5% | 24% | -2% | 0% | 1 | -0.3% | -2%
CCc1noc(C)c1C(=O)N(CC)CC(=O)Nc1ccccc1C(F)(F)F | 0% | 1% | 0% | -7% | 6% | 9% | -1% | 1% | 2 | 0.0% | 1%
Cc1ccc(-c2nnc(N3CCN(C(=O)CSc4ncn[nH]4)CC3)c3ccccc23)cc1 | -4% | 1% | 3% | -6% | 5% | 0% | -3% | -1% | -6 | -0.1% | -1%
COC(=O)c1cccc(Oc2nc3c(c(=O)n(C)c(=O)n3C)n2C(C)C)c1 | 1% | 0% | -16% | u | -23% | 4% | 16% | 4% | 12 | -0.1% | 2%
CCC(Sc1nncn1C)C(=O)Nc1nnc(-c2ccccc2Cl)s1 (configuration not stated) | -7% | -6% | -8% | u | 10% | u | -20% | -2% | -8 | 0.0% | 2%
Cc1nn(-c2ccccc2)c(Cl)c1C(=O)Nc1nnc(C2CCCC2)s1 | 2% | u | -6% | -1% | -27% | -4% | 1% | -1% | -23 | 0.1% | -1%
O=C(Nc1cccc(O)c1)C(Cc1ccccc1)N1C(=O)c2cccc3cccc(c23)C1=O (configuration not stated) | 1%[46.1 µM] | 2% | -1% | -8% | -3% | 3% | 2% | -3% | 5 | 6.8% | 1%
CCOC(=O)Cc1csc(NS(=O)(=O)c2cccc([N+](=O)[O-])c2)n1 | 13% | 4% | -10% | 0% | -1% | -3% | 17% | 3% | 2 | -0.4% | 1%
Cc1n[nH]c(=S)n(/N=C/c2ccccn2)c1=O | 4% | -1% | -3% | u | 2% | 1% | 1% | -7% | 3 | -0.1% | -3%
O=[N+]([O-])c1ccc2c(c1)N([O-])C1(CCCCC1)[N+]2=O | -4% | -2% | -1% | 1% | 2% | 1% | -3% | -10% | 1 | u | 0%
CCN(CC(=O)NCc1cccs1)C(=O)c1ccc(NS(=O)(=O)c2ccc(F)cc2)cc1 | 8% | 0% | -1% | 14% | 10% | 26% | -20% | -4% | 39 | 3.6% | 0%
O=c1c2c(nc3cc(-c4ccccc4)[nH]n13)CCC2 | -3% | -1% | 1% | u | -2% | u | 5% | 1% | -5 | 0.4% | 2%
O=C(CN1CCCc2ccccc21)Nc1cc(S(=O)(=O)N2CCCC2)ccc1Cl | -3% | 18% | -6% | 3% | 17% | 1% | 1% | 4% | -14 | 0.3% | -1%
c1ccc2oc(-c3[nH]ncc3CN3CCSCC3)cc2c1 | -4% | 5% | -2% | 2% | -10% | 0% | 1% | 4% | -2 | -0.4% | 1%
COc1ccc(CSCC(=O)Nc2ccccc2SC)cc1 | -2%[46.1 µM] | 3% | -3% | -12% | 3% | -5% | -6% | 0% | -8 | -0.1% | 3%
O=Cc1ccccc1-c1cn(CCCOCc2ccccc2)nn1 | 3% | 2% | 0% | -11% | -3% | 13% | 14% | 4% | -5 | -0.5% | 0%
Cc1ccc(C)c(-c2csc(NC(=O)c3cnccn3)n2)c1 | -3% | -2% | 2% | u | 5% | u | x | 3% | -9 | -0.1% | 2%
COCCn1c(N)c(N(Cc2ccccc2)C(=O)CSCC(=O)Nc2ccc(C)cc2)c(=O)[nH]c1=O | 0% | 3% | 1% | 0% | -8% | 25% | 0% | -2% | 6 | 3.7% | 1%
CC(C)CNCC(=O)N1c2ccccc2Sc2ccccc21 | -10% | -7% | -2% | -29% | -14% | 6% | 2% | -3% | 5 | -0.1% | -1%
Cc1ccc(C)c(NC(=O)[C@@H]2CCCN2S(=O)(=O)c2ccccc2F)c1 | 12% | 5% | -4% | 4% | 19% | -10% | 10% | 3% | 12 | 0.2% | 1%
Cc1nc2sc(C(c3ccco3)N3CCN(C(c4ccccc4)c4ccccc4)CC3)c(O)n2n1 (configuration not stated) | -2% | -3% | 1% | u | -2% | u | u | -9% | -13 | 2.4% | -11%
COc1ccc(C(C(=O)NC2CCCC2)N(Cc2ccc(F)cc2)C(=O)c2ccn[nH]2)cc1OC (configuration not stated) | -3% | 1% | -5% | 7% | u | -10% | 9% | -3% | 35 | -0.3% | -1%
Cc1ccc(NS(=O)(=O)c2ccc(C(=O)OCC(=O)NCC3CCCO3)cc2)cc1 (configuration not stated) | -7% | 0% | -3% | 0% | -3% | 2% | 4% | 1% | -3 | -0.1% | 2%
CC(=O)c1ccc([N+](=O)[O-])c(CS(=O)(=O)c2ccccc2)c1 | 3% | -1% | 2% | -1% | -21% | 7% | -8% | 0% | -4 | -0.6% | 0%
COc1ccc(-c2cc(C(=O)Nc3c(Cl)cc(Cl)cc3Cl)c3ccccc3n2)cc1OC | -1%[46.1 µM] | -5% | 0% | -1% | -4% | -5% | -2% | 2% | -5 | -0.3% | 0%
CCOc1ccccc1NC(=O)c1cccc(NC2=NC3CS(=O)(=O)CC3S2)c1 (configuration not stated) | -1% | 3% | -11% | 1% | 10% | 3% | -11% | 0% | 21 | 1.0% | 0%
c1ccc(-c2nc3ccccc3c3nc4ccccc4n23)cc1 | 2%[46.1 µM] | 0% | -1% | 1% | 3% | -20% | -10% | 2% | -9 | -0.4% | 4%
Cc1cccc(-n2c(C)nc3cc(C(=O)NCC4CCCO4)ccc32)c1 (configuration not stated) | 5% | -23% | -4% | -5% | -4% | 7% | -4% | 1% | -2 | 0.1% | 1%
CCOC(=O)C(CCCOc1ccccc1)C(=O)OCC | 6% | 2% | 0% | u | -8% | -4% | 6% | 4% | -31 | 0.1% | 0%
COc1ccc(N2CCN(CC(=O)c3c(C)n(C)c4ccc(OC)cc34)CC2)cc1 | 1% | -8% | -3% | u | 3% | -4% | -4% | 2% | -1 | -0.4% | 9%
Cc1ccc(CCNC(=O)Cc2ccc(NC3=NC4CS(=O)(=O)CC4S3)cc2)cc1 (configuration not stated) | -3% | -1% | -12% | u | -9% | 0% | 16% | -4% | 2 | -0.1% | 1%
Cc1ccc(S(=O)(=O)N2C(=O)CCC2C(=O)N2CCCCC2)cc1 (configuration not stated) | -2% | 7% | -1% | 0% | -4% | 13% | -1% | -3% | -38 | 0.4% | 1%

# One compound at a time (already shown). Screens in order: TCR act | Mito fusion yeast | PTAP TSG101 blk | Chronic BCR inh | Eya2 phos inh | ELG1 repair inh | uPA generation | Tb PFK inh | TSHR antagonist | B2AR arrestin | USP2a block
# `CCN(CC(=O)NCc1cccs1)C(=O)c1ccc(NS(=O)(=O)c2ccc(F)cc2)cc1` as listed: 8% | 0% | -1% | 14% | 10% | 26% | -20% | -4% | 39 | 3.6% | 0%
# `Cc1ccc(CCNC(=O)Cc2ccc(NC3=NC4CS(=O)(=O)CC4S3)cc2)cc1` (configuration not stated) as listed: -3% | -1% | -12% | u | -9% | 0% | 16% | -4% | 2 | -0.1% | 1%
# `COc1ccc(N2CCN(CC(=O)c3c(C)n(C)c4ccc(OC)cc34)CC2)cc1` as listed: 1% | -8% | -3% | u | 3% | -4% | -4% | 2% | -1 | -0.4% | 9%
# `CCC(Sc1nncn1C)C(=O)Nc1nnc(-c2ccccc2Cl)s1` (configuration not stated) as listed: -7% | -6% | -8% | u | 10% | u | -20% | -2% | -8 | 0.0% | 2%
